# UTI89 phage lysis – protection from phage-mediated lysis, alamar blue read-out – E. coli UTI89, K1F phage, bacterial capsule biogenesis inhibitors (AID 488966) | E. coli UTI89 K1F phage lysis, alamar blue, 2 h; higher % means a stronger effect | one-dose inhibition, % at 100 µM; IC50 in µM for titrated hits | 340,000 compounds, 0.02% hits;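 active = phage lysis inhibition, versus mean bacterial control, above a set limit; inconclusive = no clear call, values can overlap the other calls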;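 also: capsule biogenesis inhibitors block K1F phage lysis so surviving cells raise fluorescence; higher fluorescence means more inhibition of phage lysis; actives were called in the ten point dose series up to 300 µM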
# ER stress rescue – protection against thapsigargin-triggered cell killing – 384-well, CSM14.1, ATP luminescence, primary screen (AID 1222) | cellular ATP content (survival), % at 20 µM; hits with a dose series show EC50 in µM | 190,000 tested, under 10 active | CSM14.1 thapsigargin-induced death rescue, ATP luminescence; higher % means a stronger effect;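 active = EC50 below 50 µM in the dose-response confirmation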;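 also: death triggered by thapsigargin at about 15 µM added after 2 h compound pretreatment; cell ATP read after overnight thapsigargin exposure of roughly 18 to 22 hours; normalized against plate controls of thapsigargin alone and 5% DMSO vehicle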
# SV40 large T antigen – TAg ATPase/helicase activity blockers – biochemical (AID 1903); SV40 large T antigen ATPase/helicase inhibition assay; higher % means a stronger effect; inhibition, % at 20 µM, or IC50 in µM where a hit was titrated; 310,000 compounds, 0.39% hits; in the data active = a potency from the dose series; inconclusive = inhibition mostly from about 32% at the one dose, without a potency; inactive = the rest, 99 in 100 with inhibition below about 32%; also: strong numbers were not always called active
# Yfh1-off respiration – enhancers of respiration in Yfh1-depleted yeast, dose response, Friedreich's ataxia, plus single-dose screen (AID 1465); S. cerevisiae Yfh1-off respiration, WST-1 reduction, 72 h; higher fold induction means a stronger effect; one-dose fold induction at 50 µM; EC50 in µM for titrated hits; 220,000 compounds, 0.074% hits;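 active = fold induction of absorbance versus untreated yeast above a set limit, then at least 30% activation at any dose in follow-up; inconclusive = repeats straddling the limit, or above it without dose testing; inactive = fold induction below the set limit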;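 also: activators that raise dye reduction in frataxin-depleted yeast; strong numbers were not always called active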
# WT yeast gro inh – growth inhibition of WT yeast, mitochondrial fusion screen; mitochondrial fusion phenotypic screen, WT strain; inhibition, % at 10 µM; 190,000 compounds, 2.1% hits; AID 1362; in the data active = inhibition above about 58%; tested in S. cerevisiae
# RSV CPE inhibition – inhibition of RSV-induced cytopathic effect – HEp-2 cells, primary 10 µM value included (AID 2391); 310,000 compounds, 0.13% hits; HEp-2 cells, RSV-induced CPE inhibition; higher % means a stronger effect; CPE inhibition, % at 10 µM; hits with a dose series show IC50 in µM; in the data active = a potency from the dose series; inconclusive = CPE inhibition mostly from about 23% at the one dose, without a potency; inactive = the rest, 99 in 100 with CPE inhibition below about 21%; also: strong numbers were not always called active
# XIAP displacement – small molecules displacing peptide from XIAP – biochemical, IAP family, fluorescence polarization (AID 1018). XIAP BIR domain, fluorescence polarization peptide displacement; higher % means a stronger effect. one-dose displacement, % at 20 µM; IC50 in µM for titrated hits. 200,000 compounds, 0.007% hits; in the data active = displacement above about 50%; also: a part of the inactive calls stands beside numbers as strong as those of hits
# West Nile virus CPE – inhibition of WNV-induced cytopathic effect – cell-based, CPE readout (AID 1621). West Nile virus-infected cells, CPE inhibition; higher % means a stronger effect. one-dose CPE inhibition, % at 10 µM; IC50 in µM for titrated hits. 290,000 compounds, 0.02% hits; in the data active = a potency from the dose series; inconclusive = CPE inhibition mostly from about 3.7% at the one dose, without a potency; inactive = the rest, 99 in 100 with CPE inhibition below about 2.2%; also: strong numbers were not always called active
# NS5 inhibitors – flavivirus cap methylation enzyme inhibition – biochemical, confirmation dose response, primary screen (AID 588689); Dengue-2 NS5 methyltransferase capping enzyme assay, biochemical; higher % means a stronger effect; inhibition, % at 25 µM, or IC50 in µM where a hit was titrated; 340,000 compounds, 0.3% hits; in the data active = a potency from the dose series; inconclusive = inhibition above about 29% without an active follow-up result
# WT yeast gro inh mutant strain – further read-out of WT yeast gro inh, marked with its call; inhibition, %; mitochondrial fusion phenotypic screen, mutant strain inhibition
# NS5 inhibitors pilot replicate – recorded beside NS5 inhibitors, whose call it bears; inhibition, %; measured here: pilot screen replicate inhibition
# * hit, by the source's call; i = inactive; u = inconclusive; x = no result given; [ ] = remark or other dose.
SMILES,UTI89 phage lysis,ER stress rescue,SV40 large T antigen,Yfh1-off respiration,WT yeast gro inh,WT yeast gro inh mutant strain,RSV CPE inhibition,XIAP displacement,West Nile virus CPE,NS5 inhibitors,others
COc1ccc(C(CNC(=O)c2oc3ccc(Cl)cc3c2C)N2CCCCC2)cc1 (stereo unspecified),0.1%,x,6%,x,x,x,u,x,0.0%,-13%,
N#C/C(=C\c1ccc(Cl)c([N+](=O)[O-])c1)c1ccccn1,0.5%,0.6%,5%,i,-1,28,0.7%,-5.3%,-0.5%,0%,
O=C(CSc1nnc(CNC(=O)c2cccs2)o1)Nc1ccc2c(c1)OCO2,1.6%,5.2%,1%,i,0,2,1.1%,-0.1%,0.1%,2%,
CCc1nc2ccc(C(=O)N(C)CC(=O)Nc3ccc(Cl)c(C(F)(F)F)c3)cc2nc1CC,-0.2%[50 µM],x,5%,x,x,x,13%,x,x,1%,
O=S(=O)([O-])CCC[n+]1ccc(Oc2ccccc2)cc1,-0.1%,x,3%,x,x,x,0.6%,x,-0.4%,6%,
COCCNS(=O)(=O)c1cc(OC)ccc1OC,-0.3%,-0.3%,1%,i,-9,3,2.7%,-6.8%,0.5%,-6%,
CCCC(=O)Oc1ccc(C2NC(=O)c3ccccc3O2)cc1OC (stereo unspecified),1.8%,x,6%,x,x,x,-0.3%,x,-0.2%,x,
CC1(C)CC(=O)c2cnc(N3CCc4ccccc4C3)nc2C1,1.0%,-1.0%,3%,i,1,10,-0.2%,-2.5%,-0.7%,-7%,
CCc1sc(-c2ccccc2)nc1C(=O)OC,3.1%,x,6%,i,x,x,3.3%,x,0.1%,8%,
COc1ccc(NC(=O)COc2coc(CN3CCN(c4ccccc4)CC3)cc2=O)cc1,1.0%[50 µM],x,14%,x,x,x,-2.2%,x,x,-4%,
COc1ccc(CC(=O)NC(C)c2ccc(S(N)(=O)=O)cc2)cc1S(=O)(=O)N1CCOCC1 (stereo unspecified),2.1%[50 µM],x,28%,x,x,x,1.9%,x,-0.3%,-5%,
Cc1ccc(C(=O)Nc2ccc(C(=O)N/N=C/c3ccncc3)cc2)cc1,x,0.3%,4%,i,-17,-3,0.3%,-1.5%,-0.5%,x,
Cc1cc(NS(=O)(=O)c2ccc(NC(=S)NC(=O)c3ccc(F)cc3)cc2)no1,0.6%[50 µM],-1.0%,8%,i,-12,3,4.6%,-4.8%,-0.5%,3%,
CCS(=O)(=O)N1CCC(C(=O)NCCCN2CCCC2)CC1,0.5%,-0.9%,3%,i,4,-16,-0.7%,-2.4%,-0.2%,-6%,
CS(=O)(=O)NCCCCNc1ccc(C(F)(F)F)cc1[N+](=O)[O-],0.9%,-0.4%,5%,i,2,11,4.8%,-14%,-2.1%,-1%,
N#Cc1ccsc1NC(=O)COC(=O)c1cc2ccccc2cc1O,1.3%[50 µM],-1.0%,-3%,i,1,6,1.1%,-8.1%,-0.6%,6%,
Clc1cccc(CN2COc3c(cc(Cl)c4cccnc34)C2)c1,x,-2.1%,2%,i,55,57,-1.4%,5.3%,u,x,
NC(=O)C1(N2CCCCC2)CCN(C(=O)CCCn2c(=O)[nH]c3ccsc3c2=O)CC1,2.7%,-0.9%,1%,i,-4,-7,3.0%,-1.7%,0.0%,-1%,
CCCCC(=O)NC1(C(F)(F)F)C(=O)Nc2c1c(=O)n(C)c(=O)n2C (stereo unspecified),1.0%,0.7%,10%,i,0,1,0.7%,-0.2%,0.6%,2%,
Cc1ccc(CN2CCN(CCC(C)C)C(CCO)C2)s1 (stereo unspecified),0.2%,-0.8%,14%,i,1,-3,-0.1%,-0.7%,-0.6%,-4%,
CCCCN(C)C(=O)C1CCN(Cc2cccnc2)CC1,0.1%,x,4%,x,x,x,7.2%,x,-0.2%,6%,
CCOCCCNC(=O)CN1C(=O)CSc2ccc(S(=O)(=O)N3CCOCC3)cc21,-0.4%,x,6%,x,x,x,3.7%,x,0.0%,-5%,
CC1(C)CC(=O)C(C(O)c2ccccc2)C(C)(C)N1 (stereo unspecified),0.1%,x,7%,x,x,x,1.1%,x,-0.3%,-1%,NS5 inhibitors pilot replicate=-1.5
Cc1ccc(S(=O)(=O)N(CC(=O)c2ccc(Cl)cc2)C(=O)N2CCN(C)CC2)cc1,0.4%[50 µM],x,20%,x,x,x,0.2%,x,x,-5%,
O=C(O)CC1COc2ccccc2N1S(=O)(=O)c1ccc(Br)cc1 (stereo unspecified),-0.1%,x,28%,x,x,x,0.1%,x,0.8%,1%,
CCn1c(CCNC(=O)c2cccs2)nnc1SCC(=O)NC1CCCCC1,3.8%,x,8%,i,2,4,2.5%,-4.3%,0.2%,1%,
CCN(c1cccc(C)c1)S(=O)(=O)c1ccc(-n2cccn2)cc1,-0.2%,x,19%,x,x,x,19%,x,0.8%,-11%,
Cc1nn(-c2ccccc2)c(C)c1NC(=O)COc1ccc(Cl)cc1Cl,4.5%,-0.3%,3%,i,2,-19,0.5%,-9.0%,-1.6%,-7%,
CC(=O)OCC1=C(C(=O)O)N2C(=O)C(NC(=O)c3ccc(COc4ccc(Cl)cc4)o3)C2SC1 (stereo unspecified),-0.5%,-12%,19%,i,2,7,1.4%,-10%,0.1%,28%,
CCOC(=O)CSc1ccc(S(=O)(=O)N(C)C2CCCCC2)cc1[N+](=O)[O-],-0.8%,-3.3%,7%,i,20,26,0.1%,-26%,0.2%,0%,
COc1ccc(-c2nc(CN3CCN(c4ncccn4)CC3)c(C)o2)cc1C,0.2%,5.6%,6%,i,26,-11,9.6%,-1.8%,-1.5%,6%,
CC(=O)N1c2ccc(S(=O)(=O)N3CCCC3)cc2CC1C(=O)NCc1ccccc1F (stereo unspecified),0.2%,x,-3%,x,x,x,-0.5%,x,0.2%,-2%,
Cc1cc(=O)n2nc(N3CCCC(C(=O)NC4CCCCC4C)C3)sc2n1 (stereo unspecified),-0.5%,x,8%,x,x,x,-0.8%,x,-0.6%,-6%,
Cn1cnc(S(=O)(=O)N2CCN(c3cccc(Cl)c3)CC2)c1,0.7%,x,6%,x,x,x,1.3%,x,1.0%,28%,
CCOc1ccc(NC(=S)NCCCN2CCN(c3ccc(OC)cc3)CC2)cc1,0.2%,8.9%,14%,i,16,12,1.7%,-10%,-1.7%,-12%,
CN(C(=O)CSc1ccccc1C(=O)O)C1CCCCC1,-0.2%,-0.9%,20%,i,13,13,0.7%,-3.6%,0.7%,-2%,
CN(C)/C(=N\S(=O)(=O)c1ccccc1)c1ccc([N+](=O)[O-])cc1,1.4%[50 µM],1.7%,3%,i,-8,3,1.6%,-3.9%,-0.3%,-4%,
O=c1c2ccccc2nc2c3ccccc3cnn12,-0.5%,-6.2%,14%,i,5,9,6.8%,-3.5%,0.0%,3%,
Cn1cccc1C(=O)C(=O)Nc1ccccc1C(F)(F)F,0.1%,x,4%,i,-7,9,0.2%,-6.1%,0.6%,-3%,
CCN(CC)C1CC(=O)N(c2cccc(C)c2)C1=O (stereo unspecified),x,x,0%,i,15,35,-0.4%,-6.6%,-0.5%,x,
Cc1cc(NC(=O)CSc2nnc(C3COc4ccccc4O3)n2N)no1 (stereo unspecified),-0.1%,x,10%,i,x,x,-0.8%,x,-0.1%,-5%,
O=C(Cc1cc(C(=O)O)c2ccccc2n1)Nc1ccccc1,-3.8%,-6.6%,4%,i,-5,-19,-1.7%,-5.1%,0.4%,-3%,
CC1=C(C(=O)OC(C)(C)C)C(c2ccco2)C(C#N)=C(N)O1 (stereo unspecified),0.3%,-4.7%,4%,i,-3,-2,0.7%,-7.6%,-0.3%,-3%,
NC(=O)c1cc(NC(=O)c2ccc(NS(=O)(=O)c3cccs3)cc2)cc(C(N)=O)c1,-1.2%[50 µM],x,16%,i,x,x,1.8%,x,0.5%,-12%,
N#Cc1c(-c2ccccc2)cc2nc3ccccc3n2c1N,0.2%,-1.7%,2%,i,45,65,3.9%,-9.7%,-0.3%,-5%,
CN(C)NC(=O)c1ccc([N+](=O)[O-])s1,-0.1%,x,10%,i,x,x,1.2%,x,-0.1%,0%,
COc1ccccc1OCc1nc(C#N)c(NCCCn2ccnc2)o1,0.5%,0.3%,23%,i,2,12,2.9%,-2.5%,0.2%,-6%,
COc1cc(NC(=O)c2sc(C)nc2C)c(OC)cc1NC(=O)c1ccccc1,0.7%,x,9%,x,x,x,2.8%,x,0.3%,-5%,
COc1cc(C(=O)Nc2nc3ccc(S(=O)(=O)N4CCOCC4)cc3s2)cc(OC)c1OC,-0.8%,x,-1%,i,x,x,9.2%,-5.8%,2.4%,-3%,NS5 inhibitors pilot replicate=-5.8
Clc1ccc2c(NCc3cccs3)ncnc2c1,0.2%,x,-1%,x,x,x,1.0%,x,-1.1%,-9%,
COc1ccc(CCNC(=O)c2cc(=O)c3cc(C)ccc3o2)cc1,-0.1%,x,6%,x,x,x,3.8%,x,-1.0%,-10%,
COc1ccc(C(C)=O)cc1COC(=O)c1ccc(OCc2c(C)noc2C)cc1,2.1%,1.3%,-3%,i,-19,-18,3.4%,-5.0%,0.3%,2%,
Cn1ncc2c(O/N=C(\N)c3ccc(C(F)(F)F)cc3)ncnc21,-1.1%,x,11%,i,x,x,-2.2%,x,-1.0%,-5%,
Cc1ccc2nc(-c3ccncc3)cc(C(=O)N3CCOCC3)c2c1,-0.1%,x,0%,x,x,x,0.0%,x,0.1%,-2%,
COc1cc(OC)c(C2=NOC(C(=O)NCCc3ccccc3)C2)cc1Cl (stereo unspecified),-1.4%,-0.2%,-10%,i,4,-1,2.6%,-2.3%,-0.9%,-5%,
CCOC(=O)c1cccc(NC(=O)Cn2nc(C)n3cccc3c2=O)c1,0.2%,x,-5%,x,x,x,-0.6%,x,-0.6%,-2%,
Cc1oc(-c2ccc(Cl)cc2)nc1CN1CCCC(C(=O)NCCCN2CCCC2=O)C1 (stereo unspecified),3.5%,2.1%,5%,x,4,-6,0.9%,-19%,x,0%,
CCOC(=O)CC(=O)CSc1nc2ccc(C)cc2cc1C#N,3.0%,-1.4%,4%,i,0,14,-1.0%,-4.7%,-1.3%,17%,

# Two compounds drawn at random from those above:
SMILES,UTI89 phage lysis,ER stress rescue,SV40 large T antigen,Yfh1-off respiration,WT yeast gro inh,WT yeast gro inh mutant strain,RSV CPE inhibition,XIAP displacement,West Nile virus CPE,NS5 inhibitors,others
COc1ccc(CCNC(=O)c2cc(=O)c3cc(C)ccc3o2)cc1,-0.1%,x,6%,x,x,x,3.8%,x,-1.0%,-10%,
Cc1ccc2nc(-c3ccncc3)cc(C(=O)N3CCOCC3)c2c1,-0.1%,x,0%,x,x,x,0.0%,x,0.1%,-2%,

# High-throughput results from PubChem.
